H37Rv inhibition: M. tuberculosis growth inhibition, HTS (AID 449762). M. tuberculosis H37Rv growth inhibition, 7H9 media; higher % means a stronger effect. one-dose inhibition, % at 25 µM; IC50 in µM for titrated hits. 330,000 tested, 0.59% active; in the data active = a potency from the dose series; inconclusive = inhibition above about 70% without an active follow-up result;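 also: bacterial growth assessed after seven days of incubation; strong numbers were not always called active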
inhibitors of VEEV: inhibitors of VEEV TC-83 cytopathic effect, confirmation, Vero cells (AID 588727). one-dose inhibition, % at 20 µM; IC50 in µM for titrated hits. Vero cells, VEEV TC-83 cytopathic effect inhibition; higher % means a stronger effect. 350,000 tested, 0.13% active; in the data active = a potency from the dose series; inconclusive = inhibition mostly from about 14% at the one dose, without a potency; inactive = the rest, 99 in 100 with inhibition below about 12%; also: strong numbers were not always called active
M. tuberculosis: growth inhibition of non-replicating M. tuberculosis (AID 488890); 320,000 tested, 0.39% active; Mycobacterium tuberculosis non-replicating, growth inhibition; higher % means a stronger effect; one-dose inhibition, % at 25 µM; IC50 in µM for titrated hits; in the data active = a potency from the dose series; inconclusive = inhibition mostly from about 82% at the one dose, without a potency; inactive = the rest, 99 in 100 with inhibition below about 76%;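 also: plate controls were DMSO cells for no effect and high antibiotic wells for full effect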
H1N1 NS1A inhibition: NS1A inhibition, H1N1 influenza, cell based functional assay (AID 504329); NS1A functional cell-based assay, percent inhibition; higher % means a stronger effect; one-dose inhibition, % at 12.5 µM; IC50 in µM for titrated hits; 340,000 tested, 0.3% active; in the data active = a potency from the dose series; inconclusive = inhibition above about 27% without an active follow-up result; also: strong numbers were not always called active
Salmonella PhoP GFP: PhoP regulon inhibitors, Salmonella typhi PhoP promoter GFP reporter, confirmatory (AID 1850). Salmonella Typhi PhoP-promoter GFP reporter, fluorescence, 4 h; higher % means a stronger effect. inhibition, % at 50 µM; hits with a dose series show IC50 in µM. 310,000 tested, 0.33% active; in the data active = a potency from the dose series; inconclusive = inhibition mostly from about 25% at the one dose, without a potency; inactive = the rest, 99 in 100 with inhibition below about 19%;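 also: 0% = induced wells with vehicle and 100% = uninduced wells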
inhibitors of VEEV 10K pilot screen: recorded beside inhibitors of VEEV, whose call it bears; inhibition, %; measured here: 10K pilot screen inhibition
An asterisk follows results filed as active; i = inactive; ? = inconclusive; . = not tested or not shown.

SMILES	H37Rv inhibition	inhibitors of VEEV	M. tuberculosis	H1N1 NS1A inhibition	Salmonella PhoP GFP	others
COC(=O)CCNC(=O)c1ccc2[nH]c(C)c(C)c2c1	-1%	i	29%	3%	-6%
Cc1ccc(NC(=O)c2ccc3c(=O)n4c(nc3c2)CCC4)cc1F	-1%	4.7%	2%	-5%	.
CC1=C[C@@H](C)[C@@H](c2ccccc2)OC1=O	-1%	0.4%	-16%	9%	1%
CCOC(=O)C1CCN(C(=O)CC(C)S(=O)(=O)c2ccc3c(c2)NC(=O)CO3)CC1 (stereo not given)	2%	0.9%	4%	4%	4%
COc1cccc(NC(=S)NC(=O)c2c(Cl)c(C)nn2C)c1	3%	1.8%	55%	23%	-2%
O=C(NCC1CC1)C1(S(=O)(=O)c2ccccc2)CC=CC1	4%	0.8%	-10%	2%	-10%
CCOc1ccc(S(=O)(=O)n2c([N+](=O)[O-])cnc2C)c(C)c1C	-5%	0.1%	-2%	-11%	-5%
COc1cccc(CN2CCC(C(=O)Nc3ccc(Oc4cccnc4)cc3)CC2)c1	.	4.1%	.	-4%	.
COCCNC(=O)c1sc2nc(-c3ccccc3)cn2c1C	-5%	3.7%	-7%	-2%	0%
O=C(c1ccc(-c2ccccc2)cc1)c1ccccc1C(=O)N1CCOCC1	.	i	.	3%	-7%	inhibitors of VEEV 10K pilot screen=2.7
CCC(C)(C)n1nnnc1C(c1ccc(C)cc1)N1CCN(Cc2ccc3c(c2)OCO3)CC1 (stereo not given)	?	2.8%	67%	-1%	-5%
O=C1c2c(O)cc(O)cc2O[C@H](c2ccc(O)c(O)c2)[C@H]1O	15%	0.2%	-4%	3%	16%
Cc1cc([N+](=O)[O-])ccc1NC1CCCC1	0%	0.2%	-3%	-2%	-5%
Cc1cc(NC(=O)COc2coc(CN3CCN(c4ccc(F)cc4)CC3)cc2=O)no1	6%	0.6%	-6%	-21%	1%
O=C(CCC(=O)Nc1ccccc1)N/N=C/c1ccc2c(c1)OCO2	-7%	6.0%	-8%	3%	-9%
COc1ccccc1/C=C1\SC(=S)N(NS(=O)(=O)c2ccccc2)C1=O	-11%	2.6%	6%	3%	-12%
O=C(COC(=O)c1ccc(O)cc1)NCCCc1ccccc1	.	0.6%	.	5%	.
CCC(CC)C(=O)Nc1c2c(nn1-c1ccc(OC)cc1)CS(=O)C2 (stereo not given)	-9%	0.6%	-1%	1%	-7%
CC1C=CCC2C(=O)N(c3cccc(C(=O)N4CCCCCC4)c3)C(=O)C12 (stereo not given)	-2%	1.9%	8%	8%	-5%
COC(=O)CSc1cc(C)nc(SC)n1	-2%	i	-1%	-6%	15%	inhibitors of VEEV 10K pilot screen=0.4
C=CCN1C(=O)c2ccccc2Sc2ccc(C(=O)N3CCC4(CC3)OCCO4)cc21	-11%	1.0%	2%	31%	-6%
COc1ccc(C)cc1NC(=O)c1cc(C2CC2)nc2c1c(C)nn2C1CCS(=O)(=O)C1 (stereo not given)	.	12%	.	-4%	.
Cc1cc2c(cc(C(=O)O)n2C)s1	-2%	3.5%	-12%	-15%	-13%
COc1cc(CCC(=O)OCC(=O)NCc2ccccc2)cc(OC)c1OC	-7%	0.5%	3%	3%	-3%
CC(C)(C)c1cccc(Cn2nnc3ccccc32)c1O	-3%	i	30%	13%	1%	inhibitors of VEEV 10K pilot screen=0.6

Molecules listed so far with a halogen (3):
SMILES	H37Rv inhibition	inhibitors of VEEV	M. tuberculosis	H1N1 NS1A inhibition	Salmonella PhoP GFP	others
Cc1ccc(NC(=O)c2ccc3c(=O)n4c(nc3c2)CCC4)cc1F	-1%	4.7%	2%	-5%	.
COc1cccc(NC(=S)NC(=O)c2c(Cl)c(C)nn2C)c1	3%	1.8%	55%	23%	-2%
Cc1cc(NC(=O)COc2coc(CN3CCN(c4ccc(F)cc4)CC3)cc2=O)no1	6%	0.6%	-6%	-21%	1%

Next entries.
SMILES	H37Rv inhibition	inhibitors of VEEV	M. tuberculosis	H1N1 NS1A inhibition	Salmonella PhoP GFP	others
Cc1ccc(OC(=O)c2ccc(Br)o2)cc1	?	1.3%	i	-1%	4%
Cc1ccc2c(c1)cc(CN(Cc1cccnc1)C(=O)NCc1ccccc1)c1nnnn12	39%	8.6%	36%	9%	-14%
Cc1ccc(OCCC(=O)OCC(=O)N2CCN(S(=O)(=O)c3ccc(Cl)cc3)CC2)cc1	2%	1.5%	23%	-6%	-2%
COc1cccc2cc(C(=O)NCc3ccccc3Br)c(=O)oc12	3%	1.2%	4%	-4%	3%
CN(C)NC(=S)NC1CC2CCC1C2 (stereo not given)	1%	2.2%	?	-13%	8%
CCOc1cc(NC(=S)NCCCN2CCOCC2)c(OCC)cc1NC(=O)CC(C)C	-3%	0.4%	-11%	4%	-15%
COc1ccc(N/C=C\C(=O)c2ccc(Br)cc2)cc1OC	2%	0.5%	-5%	-4%	-8%
Cc1onc(-c2ccccc2)c1C(=O)OCC(=O)Nc1cc(S(=O)(=O)N2CCOCC2)ccc1Cl	-10%	8.0%	21%	-13%	0%
CCC(=O)NC(=Nc1nc2ccccc2s1)NC(=O)CC	5%	3.0%	11%	8%	0%
CN(CC(=O)Nc1cc(C(F)(F)F)ccc1-n1cncn1)Cc1nc2ccccc2c(=O)[nH]1	.	0.6%	.	-15%	.
Cn1c(C(=O)OCC(=O)NCc2cccs2)cc2sccc21	-10%	i	-22%	-10%	-7%
CC(=O)C1=C(C)Nc2ncnn2C1c1cccc(O)c1 (stereo not given)	1%	0.6%	-3%	-17%	0%
CCc1ccc(C(=O)Cn2ccsc2=N)cc1	10%	1.7%	17%	-2%	3%
CCO[C@@H]1OC(C(=O)Nc2ccccc2)=C[C@H](C2CC2)[C@H]1CCCO	11%	1.5%	-24%	-22%	3%
CC1=Nc2ccccc2N=C(NC(=O)CN2CCN(c3ccc(F)cc3)CC2)C1c1ccccc1 (stereo not given)	-5%	0.1%	-5%	.	7%
Cc1nc(C(=O)NC2CCOCC2)sc1C1(C)CC(c2ccccc2)=NO1 (stereo not given)	-4%	2.1%	-8%	-1%	-8%
CCOC(=O)C(CC(=O)c1ccccc1)CC(=O)c1ccccc1	1%	1.1%	-2%	-26%	4%
NC(=O)c1ccsc1NC(=O)CS(=O)(=O)c1ccccc1	5%	3.9%	7%	-2%	-5%
O=C1O/C(=C\C(=O)N2CCOCC2)c2ccccc21	1%	i	1%	-8%	8%
Cc1ccccc1-c1cc2nc(-c3ccc([N+](=O)[O-])cc3)cc(=O)n2[nH]1	7%	11%	48%	0%	4%
CN1[C@@H]2CC[C@H]1CC(OC(=O)C1C=Nc3ccccc31)C2 (stereo not given in full)	5%	i	9%	3%	0%
Cc1ccc(-n2c(SCc3cn4ccsc4n3)nc3ccccc3c2=O)cc1	5%	9.8%	40%	-10%	4%
Cc1ccc(-c2nnn(CC(=O)N(c3ccccc3)C(C(=O)NCC3CCCO3)c3ccc(F)cc3)n2)o1 (stereo not given)	-4%	0.7%	-4%	3%	2%
COc1cc(Cn2nnc3ccccc32)cc(Br)c1O	4%	i	9%	-6%	0%
Cc1cc(NC(=O)Cc2ccccc2[N+](=O)[O-])no1	5%	0.1%	16%	-2%	-2%

For reference, some entries already given:
SMILES	H37Rv inhibition	inhibitors of VEEV	M. tuberculosis	H1N1 NS1A inhibition	Salmonella PhoP GFP	others
Cc1ccc(OC(=O)c2ccc(Br)o2)cc1	?	1.3%	i	-1%	4%
Cc1ccc2c(c1)cc(CN(Cc1cccnc1)C(=O)NCc1ccccc1)c1nnnn12	39%	8.6%	36%	9%	-14%

Back to the main list; the five compounds before the break are reprinted first.
SMILES	H37Rv inhibition	inhibitors of VEEV	M. tuberculosis	H1N1 NS1A inhibition	Salmonella PhoP GFP	others
CN1[C@@H]2CC[C@H]1CC(OC(=O)C1C=Nc3ccccc31)C2 (stereo not given in full)	5%	i	9%	3%	0%
Cc1ccc(-n2c(SCc3cn4ccsc4n3)nc3ccccc3c2=O)cc1	5%	9.8%	40%	-10%	4%
Cc1ccc(-c2nnn(CC(=O)N(c3ccccc3)C(C(=O)NCC3CCCO3)c3ccc(F)cc3)n2)o1 (stereo not given)	-4%	0.7%	-4%	3%	2%
COc1cc(Cn2nnc3ccccc32)cc(Br)c1O	4%	i	9%	-6%	0%
Cc1cc(NC(=O)Cc2ccccc2[N+](=O)[O-])no1	5%	0.1%	16%	-2%	-2%
COc1ccccc1N1CCN(C(=O)/C=C/c2cccs2)CC1	0%	1.6%	76%	-8%	0%
Cc1c(NC(=O)C2CC=CCC2C(=O)O)c(=O)n(-c2ccccc2)n1C (stereo not given)	-1%	0.5%	-4%	17%	-7%
Cc1cc(NC(=O)COC(=O)CSc2nc3cc(Cl)ccc3n2Cc2ccccc2)no1	1%	0.1%	31%	-116%	0%
COCCn1c(Cc2ccccc2)nnc1SC(C)C(=O)NC1CC1 (stereo not given)	-6%	1.9%	6%	1%	.
COc1ccc(CN(CC(=O)NCc2ccco2)C(=O)CNS(=O)(=O)c2ccc(C)cc2)cc1	-7%	1.0%	-1%	7%	2%
COc1ccc2oc(-c3ccc(NC(=O)c4ccc(N5CCOCC5)c([N+](=O)[O-])c4)cc3)nc2c1	-4%	0.3%	-8%	-5%	-1%
COc1cc(C2NC(=O)NC(C)=C2C(=O)OCC2CCCO2)ccc1O (stereo not given)	3%	0.0%	0%	-1%	22%
COc1ccc(-c2nnc(SCC(=O)c3ccc(C)o3)o2)cc1	.	1.8%	.	-3%	.
COc1ccc(N2CC(C(=O)Nc3nnc(SCC(=O)c4ccccc4)s3)CC2=O)cc1 (stereo not given)	-8%	1.1%	70%	8%	-2%
O=C(Nc1cccc(F)c1)C1CCN(C(=O)Cc2ccccc2)CC1	-4%	0.3%	13%	-16%	-9%
CCC1(Cc2ccccc2)C(=O)NC(=S)N(C)C1=O (stereo not given)	.	0.3%	.	-8%	.
COc1ccc(N2C(=O)CC(NCc3cccs3)C2=O)cc1 (stereo not given)	-7%	2.0%	-3%	3%	-5%
COc1ccc2cc(C3(C)NC(=O)N(CC(=O)Nc4c(C)n(C)n(-c5ccccc5)c4=O)C3=O)ccc2c1 (stereo not given)	1%	0.0%	-20%	-8%	-1%
CCc1cccc2c(C(=O)CSc3nncn3-c3ccccc3OC)c[nH]c12	.	2.6%	-4%	2%	-1%
CCCCNC(=S)N/N=C1\CCCCc2ccccc21	-1%	0.3%	72%	2%	-5%
Cc1cc(C)c(NC(=O)C2=COCCO2)c(C)c1	-5%	6.4%	-16%	-6%	-2%
O=C(NCCS(=O)(=O)N1CCN(c2ccc(F)cc2)CC1)C12CC3CC(CC(C3)C1)C2	21%	3.2%	-6%	-6%	0%
O=C(COc1cccnc1[N+](=O)[O-])NC1CCS(=O)(=O)C1 (stereo not given)	-5%	i	-13%	-5%	-3%
Cc1c(C(=O)N2CCCCC2)sc(NC(=O)C23CC4CC(CC(C4)C2)C3)c1C#N	47%	0.2%	-2%	9%	-3%
O=C(NCC(=O)N1CCCCC1)c1sc2ccccc2c1Cl	58%	i	62%	-14%	.
COc1ccc(C2CC(c3cccs3)=NN2C(=O)COC(=O)c2cc3ccccc3cc2O)cc1OC (stereo not given)	-7%	0.2%	13%	11%	-3%	inhibitors of VEEV 10K pilot screen=1.1

Of the compounds above, these have an NH in an aromatic ring.
SMILES	H37Rv inhibition	inhibitors of VEEV	M. tuberculosis	H1N1 NS1A inhibition	Salmonella PhoP GFP	others
COC(=O)CCNC(=O)c1ccc2[nH]c(C)c(C)c2c1	-1%	i	29%	3%	-6%
CN(CC(=O)Nc1cc(C(F)(F)F)ccc1-n1cncn1)Cc1nc2ccccc2c(=O)[nH]1	.	0.6%	.	-15%	.
Cc1ccccc1-c1cc2nc(-c3ccc([N+](=O)[O-])cc3)cc(=O)n2[nH]1	7%	11%	48%	0%	4%
CCc1cccc2c(C(=O)CSc3nncn3-c3ccccc3OC)c[nH]c12	.	2.6%	-4%	2%	-1%
